Screens deposited in PubChem BioAssay by National Center for Advancing Translational Sciences (NCATS).
Vif-APOBEC3G blk = qHTS for Inhibitors of Vif-A3G Interactions: qHTS; HeLa A3G-eYFP + Vif (tagged APOBEC3G with the HIV-1 protein that degrades it), YFP fluorescence, overnight; Potency, µM (series often up to 46.1 µM), for the others: top-dose activity, negative = active, most hits filed as inhibitors; 410,000 tested, 0.076% active;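 note: % is set by controls: 0 for no effect and ±100 for the full control effect; nearly all actives have a fitted effect of over 60% in size; hits raise eYFP signal because A3G escapes Vif-driven loss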
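Read-out is eYFP fluorescence (Ex 488/Em 500-530) from Vif-expressing HeLa A3G-eYFP cells; more signal means A3G escaped Vif-mediated degradation. Cells plated overnight, compound pinned in, incubated overnight at 37 deg C.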
USP1-UAF1 inh = Inhibitors of USP1/UAF1: Primary Screen. Ubiquitin carboxyl-terminal hydrolase 1 (Homo sapiens), O94782. recombinant USP1/UAF1, Ub-Rhodamine cleavage fluorescence. Potency, µM (doses to about 57.1 µM), for the others: at the highest dose activity change, negative = inhibition, usual class: inhibitors. 390,000 tested, 0.23% active. AID 743255, 2014; note: % is set by controls: 0 for no effect and ±100 for the full control effect; nearly all actives have a fitted effect of over 60% in size; inactives centre near -12
Target sequence (O94782 whole entry, looked up): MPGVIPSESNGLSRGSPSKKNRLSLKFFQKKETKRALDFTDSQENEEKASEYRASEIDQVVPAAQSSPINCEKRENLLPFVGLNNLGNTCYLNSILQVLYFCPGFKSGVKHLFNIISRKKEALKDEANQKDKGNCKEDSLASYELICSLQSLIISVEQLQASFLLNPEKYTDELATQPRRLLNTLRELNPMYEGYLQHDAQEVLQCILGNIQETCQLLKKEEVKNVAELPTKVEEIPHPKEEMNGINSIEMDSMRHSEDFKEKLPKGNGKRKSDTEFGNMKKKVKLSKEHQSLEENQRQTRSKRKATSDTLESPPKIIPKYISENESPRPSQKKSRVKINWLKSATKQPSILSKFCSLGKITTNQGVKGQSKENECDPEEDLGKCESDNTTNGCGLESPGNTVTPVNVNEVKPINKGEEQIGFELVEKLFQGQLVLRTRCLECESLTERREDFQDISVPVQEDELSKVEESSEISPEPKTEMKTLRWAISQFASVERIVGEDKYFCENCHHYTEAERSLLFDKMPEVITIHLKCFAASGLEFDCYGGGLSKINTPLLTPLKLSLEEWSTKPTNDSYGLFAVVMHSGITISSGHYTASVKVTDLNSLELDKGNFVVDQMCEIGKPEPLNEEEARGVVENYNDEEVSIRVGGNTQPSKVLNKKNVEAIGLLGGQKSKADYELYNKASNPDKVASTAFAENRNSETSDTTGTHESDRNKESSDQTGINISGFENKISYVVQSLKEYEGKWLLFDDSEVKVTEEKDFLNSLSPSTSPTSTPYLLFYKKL
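USP1/UAF1 complex (1 nM) preincubated 15 min at room temperature with compound, then Ub-Rho substrate (150 nM final) added. Kinetic fluorescence at 480/540 nm over 6 reads at 60 s intervals; 50 mM HEPES pH 7.8, 0.5 mM EDTA, 0.1 mg/ml BSA, 1 mM TCEP, 0.01% Tween-20.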
TrxR1 substrate = qHTS Assay for Substrates of Mammalian Selenoprotein Thioredoxin Reductase 1 (TrxR1): qHTS | Thioredoxin reductase 1, cytoplasmic (Rattus norvegicus), O89049 | purified TrxR1 substrate turnover, NADPH consumption readout | Potency, µM (top dose mostly 114 µM), for inactives: at the top dose activity change, negative = substrate turnover | 390,000 tested, 0.01% active | AID 588456, 2011; note: % is set by controls: 0 for no effect and ±100 for the full control effect; nearly all actives have a fitted effect of over 50% in size
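Rat TrxR1, dispensed at 90 nM, was prereduced with 400 uM NADPH (final) for 5 min at ~22 deg C, then incubated with compound 15 min before 400 uM selenite. A first-read NADPH fluorescence drop versus no-compound background flagged substrates.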
mIDH1 inhibitor = qHTS for Inhibitors of mutant isocitrate dehydrogenase 1 (IDH1): qHTS; 390,000 tested, 0.093% active; Potency, µM (series often up to 76.6 µM), for the others: at the top dose activity change, negative = inhibition, most hits filed as inhibitors; IDH1-R132H enzyme, NADPH consumption, diaphorase/resazurin fluorescence; note: % is set by controls: 0 for no effect and ±100 for the full control effect; nearly all actives have a fitted effect of over 65% in size
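IDH1-R132H (0.5 ug/mL) preincubated 30 min with compound, then NADPH (0.016 mM) and alpha-KG (2 mM) added; 80 min at RT, pH 7.5. Remaining NADPH coupled via diaphorase/resazurin to fluorescence (540/590 nm); concentration-response curves normalized to no-enzyme control.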
12-LOX inh = Primary qHTS assay for inhibitors of human arachidonate 12S-lipoxygenase (ALOX12): Round 2; Polyunsaturated fatty acid lipoxygenase ALOX12 (Homo sapiens), P18054; purified 12hLO, xylenol orange hydroperoxide absorbance; Potency, µM (doses to about 108 µM), without a hit: at the highest dose activity change, negative = inhibition, hits mostly inhibitors; 580,000 tested, 1.1% active; AID 1671190, 2021; note: % is set by controls: 0 for no effect and ±100 for the full control effect
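Hydroperoxide product was detected by ferrous iron/xylenol orange as the 573 to 405 nm absorbance ratio. Arachidonic acid at 40 uM (final) was turned over for 30 min at room temperature by 150 nM human 12hLO, pH 7.0 Hepes buffer, after 15 min compound preincubation.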
Vif-APOBEC3F blk = qHTS for Inhibitors of Vif-A3F Interactions: qHTS. Potency, µM (highest dose often 46.1 µM), for inactives: at the highest dose activity, negative = active. 390,000 tested, 0.2% active. HeLa A3F-eYFP + Vif (tagged APOBEC3F with the HIV-1 protein that degrades it), YFP fluorescence increase; note: % of control where 0% means no effect; nearly all actives have a fitted effect of over 65% in size
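Fluorescence increase (Ex 488/Em 500-530) after overnight compound treatment at 37 deg C flags inhibition of Vif-driven A3F-eYFP loss in stable HeLa A3F-eYFP/Vif cells seeded overnight beforehand.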
RGS4 inh = Inhibitors of Regulator of G Protein Signaling (RGS) 4: qHTS; Regulator of G-protein signaling 4 (Homo sapiens), P49798; Transcreener GDP fluorescence polarization, RGS4-accelerated GTP hydrolysis; Potency, µM (highest dose often 114 µM), without a hit: at the top dose activity change, negative = inhibition, actives largely listed as inhibitors; 390,000 tested, 0.039% active; note: % is set by controls: 0 for no effect and ±100 for the full control effect; nearly all actives have a fitted effect of over 75% in size; some results filed as inactive show a strong effect at the top dose
Target sequence (P49798 whole entry, looked up): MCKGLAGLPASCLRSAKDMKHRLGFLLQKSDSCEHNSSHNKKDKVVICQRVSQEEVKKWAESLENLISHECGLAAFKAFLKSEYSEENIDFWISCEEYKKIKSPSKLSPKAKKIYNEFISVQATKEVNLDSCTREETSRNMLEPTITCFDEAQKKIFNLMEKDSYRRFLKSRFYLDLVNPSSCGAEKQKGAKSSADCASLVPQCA
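MLSMR compounds (23 nl, pin-transferred) preincubated 10 min at room temperature with a 500nM (2x) first reagent, then RGS4 at 900nM (2x) plus Transcreener GDP mix added; fluorescence polarization (620/688 nm) read before and after 90 min at 30 °C.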
RXFP1 agonist = qHTS Assay for Agonists of the Relaxin Receptor RXFP1 | HEK293T-RXFP1 cAMP TR-FRET, 30 min; response scale: percent of porcine relaxin response, buffer zero | Potency, µM (titrated, usually from 57.5 µM), inactives show top-dose activation, usual class: activators | 370,000 tested, 0.3% active; note: % is set by controls: 0 for no effect and ±100 for the full control effect; nearly all actives have a fitted effect of over 60% in size; many of its hits are not listed in these tables
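cAMP rise read by TR-FRET after 30 min, 37C compound exposure (up to 58 uM) in RXFP1-transfected HEK293 cells with Ro 20174 present. EC50 from Hill-equation fits, with 29 nM porcine relaxin as 100% and buffer as basal.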
TrxR1 inh = qHTS Assay for Inhibitors of Mammalian Selenoprotein Thioredoxin Reductase 1 (TrxR1): qHTS; Thioredoxin reductase 1, cytoplasmic (Rattus norvegicus), O89049; recombinant rTrxR1, NADPH fluorescence consumption, selenite substrate; Potency, µM (doses to about 114 µM), for inactives: top-dose activity change, negative = inhibition, most hits filed as inhibitors; 390,000 tested, 1% active; AID 588453, 2011; note: % is set by controls: 0 for no effect and ±100 for the full control effect; nearly all actives have a fitted effect of over 65% in size
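Rat TrxR1 (90 nM in the dispensed reagent) was pre-reduced with 400 uM NADPH for 5 min at room temperature, then incubated with compound for 15 min. After 400 uM selenite was added, NADPH fluorescence (Ex 340/Em 450 nm) was followed for 8 min.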
Starred values were filed as active, the others as inactive; ? = inconclusive; . = not tested or not shown; [ ] = dose if it differs, or a comment. Calls come from the whole dose curve; as a rule, active = well fitted curve in the direction sought with a large enough effect; inconclusive = small, poorly fitted or top-dose-only effect, or another doubt; inactive = no such curve, though single readings can be large; an effect the other way counts as inactive or inconclusive. Potency is the fitted concentration of half-maximal effect. A portion of the library; count on the stated rates, not on these rows.

SMILES | Vif-APOBEC3G blk | USP1-UAF1 inh | TrxR1 substrate | mIDH1 inhibitor | 12-LOX inh | Vif-APOBEC3F blk | RGS4 inh | RXFP1 agonist | TrxR1 inh
CCc1nnc(NC(=O)c2nc(S(C)(=O)=O)ncc2Cl)s1 | -18% | -22% | 0% | 14% | -19% | -1% | -29% | 0.7% | ?
CCOc1ccc(N2C(=O)Nc3ccc(Br)cc3C2(O)C(=O)NCCCN(C)C)cc1 (stereo not given) | -4% | -14% | 0% | -7% | 150%[activator] | 6% | -8% | 2.5% | -1%
COc1ccc(C2=NS(=O)(=O)N(C)C(C(=O)N3CCCCC3)=C2)cc1 | 0% | -25% | 7%[57.1 µM] | -12% | 7% | -1% | -8% | -0.5% | 1%[57.1 µM]
COc1ccccc1CNC(=O)CC12CC3CC(CC(Br)(C3)C1)C2 | 1% | -14% | 5% | 5% | -2% | 9% | -12% | 0.7% | 23%
CCCSc1nnc(NC(=O)CSc2nc3[nH]c(=O)cc(O)c3s2)s1 | 2% | -27% | -5% | 9% | ? | 2% | -26% | -1.3% | -2%
COc1ccc(Br)cc1CN1CCC(N2CCCC2)CC1 | -4% | -18% | 1% | 7% | ? | -21% | 1% | 0.9% | -5%
O=C(COc1ccccc1)Nc1ccc(N2CCN(C(=O)c3ccco3)CC2)cc1 | 2% | -6% | 13%[57.1 µM] | -8% | 205%[activator] | -22% | 29% | 1.9% | 40%[activator][57.1 µM]
O=C(c1ccccc1)N1CCCCC(S(=O)(=O)c2ccccc2)C1=O (stereo not given) | 0% | -31% | 14% | -2% | 3% | 2% | -15% | 3.0% | 20%
CC(=O)N1CSCC1C(=O)N1CCN(c2ccc(N3CCOCC3)nn2)CC1 (stereo not given) | 5% | ? | 56%[activator] | 4% | 7%[57.4 µM] | -4% | 24% | 0.2% | 31%
CC1(C)CC(=O)C2=C(C1)NC1=C(C(=O)c3ccccc31)C2c1ccc(O)cc1 (stereo not given) | -7% | 0% | -6% | 2% | ? | 0% | -52% | 2.7% | ?
COc1ccc(S(=O)(=O)N(C)C[C@H]2Oc3c(NC(=O)NC(C)C)cccc3C(=O)N([C@H](C)CO)C[C@@H]2C)cc1 | 0% | -25% | 6% | 11% | -2% | 8% | -10% | . | 6%
CCCCCC(=O)N/N=C/c1ccc(N(C)C)cc1 | -6% | -13% | 54%[activator] | -5% | -18% | -9% | -11% | -0.4% | -11%
COCCN1C(=O)c2ccc(C(=O)O)cc2C1=O | 1% | -4% | -4% | 9% | ? | -1% | 8% | -0.5% | 11%
Nc1cc(C(=O)OCC(=O)c2ccc(CC(=O)N3CCOCC3)s2)ccc1Cl | -5% | -19% | 1% | -2% | 9% | 1% | 18% | -0.1% | 7%
C[C@@H]1CN([C@@H](C)CO)C(=O)CCCn2nncc2CO[C@@H]1CN(C)C(=O)Cc1ccccc1 | 0% | -20% | . | 5% | -1% | 7% | . | . | .
CN1CCN(c2ccc(-c3cccc(NC(=O)COc4ccc(Cl)cc4Cl)c3)nn2)CC1 | -5% | -12% | -2%[57.1 µM] | -3% | ? | -11% | -15% | 1.8% | 3%[57.1 µM]
COC1=CC(=O)CC(C)C12Oc1cc(OC)cc(OC)c1C2=O (stereo not given) | 3% | -7% | 9% | 10% | 13% | -4% | 2% | 4.6% | 6%[57.1 µM]
O=C(CCn1[nH]c(=O)c2ccccc2c1=O)N1CCOCC1 | 5% | 1% | -1% | 2% | -5% | -13% | -41% | -0.2% | 4%
O=c1oc(-c2cccs2)nc2ccc(Br)cc12 | -3% | -9% | 24% | 2% | 19% | -4% | 3% | 2.4% | 32%[activator]
Cc1n[nH]c(=O)c2ccccc12 | -4% | -15% | 5% | 0% | 1% | -3% | -20% | -0.6% | 11%
COCCCN(C(=O)Nc1ccccc1)C(C)c1ccncc1 (stereo not given) | 5% | -15% | 4% | 5% | 5%[57.4 µM] | -1% | 1% | 2.1% | 7%
N#CC1(NC(=O)CSc2nncn2-c2ccccc2F)CCCC1 | 0% | -9% | 4% | -8% | -6% | -8% | -39% | -0.6% | 20%
COc1ccc(OCC(=O)NNC(=O)c2cccc(S(=O)(=O)N(C)C)c2)cc1 | 0% | 0% | -14% | 6% | -1% | -10% | 6% | 0.2% | -22%
COCCNC(=O)c1cc2sccc2n1C | 0% | 8% | -5%[57.1 µM] | 5% | -6% | -8% | 24% | 0.8% | -3%[57.1 µM]
Cc1ccc(C)c(S(=O)(=O)N2CCN(C(=O)Cc3c(F)cccc3Cl)CC2)c1 | -2% | -4% | -9% | 0% | -19% | -2% | -25% | 0.4% | 3%
Carrying on.
SMILES | Vif-APOBEC3G blk | USP1-UAF1 inh | TrxR1 substrate | mIDH1 inhibitor | 12-LOX inh | Vif-APOBEC3F blk | RGS4 inh | RXFP1 agonist | TrxR1 inh
O=C(COC(=O)c1ccc(F)cc1)Nc1cc(S(=O)(=O)N2CCOCC2)ccc1N1CCCC1 | 0% | -5% | 9%[57.1 µM] | 3% | -3% | -30% | -9% | 5.3% | 13%[57.1 µM]
CC1(C)CC(=O)C(C(=O)CCCCC(=O)C2C(=O)CC(C)(C)CC2=O)C(=O)C1 | 0% | 2% | -1% | -1% | -66% | -4% | -17% | 2.8% | -14%
COc1ccc(OC)c(CCNC(=O)CSc2ccsc2[N+](=O)[O-])c1 | -6% | -17% | -1% | -1% | -14% | 5% | -39% | 2.8% | ?
CC1=C(C(=O)OCC2CCCCC2)C(c2ccc(F)cc2)NC(=O)N1 (stereo not given) | 4% | -18% | -7% | -9% | ? | 2% | -11% | 0.9% | 15%
Cc1ccc(NC(=O)C2CC(=O)N(c3ccc4c(c3)OCCO4)C2)cc1S(=O)(=O)N(C)C (stereo not given) | 0% | -9% | -1% | 1% | 26% | -3% | 4% | 1.9% | 15%
CCCCN(CC)C(=O)CSc1nc2c(sc(=S)n2-c2ccc(OCC)cc2)c(=O)[nH]1 | -2% | -28% | -3% | 0% | -23% | 3% | -34% | -0.7% | 17%
CCOc1ccccc1N(CC(=O)NCC1CCCO1)C(=O)CCC(=O)Nc1nccs1 (stereo not given) | 2% | -16% | 6%[57.1 µM] | 2% | -5% | -14% | 1% | 1.0% | 12%[57.1 µM]
Cc1nc(N)nc2c1CCCC2 | 0% | 2% | -1% | 9% | 10% | -1% | 22% | -3.8% | -6%
CC1=Nc2ccccc2N=C(NC(=O)c2ccccc2)C1c1ccc(Cl)cc1 (stereo not given) | -9% | -7% | 8%[57.1 µM] | 12% | 14% | -7% | 22% | 0.5% | 25%[57.1 µM]
Cc1occc1-c1nnc(SCc2nc3ccccc3c(=O)n2CC#N)n1C | -6% | -26% | 8% | 4% | 2% | -11% | 6% | 2.2% | -9%
O=C(CNC(=O)c1ccc(Br)o1)NNC(=O)c1ccc(Cl)cc1 | 0% | -15% | -7% | 0% | -2% | 2% | -46% | 3.2% | 2%
COc1ccc2c(c1)CC(N1CCN(C)CC1)c1cc(OC)ccc1S2 (stereo not given) | -2% | -12% | 2% | -4% | 268%[activator] | 7% | -24% | . | 5%
COc1ccc(-c2nnc(CSc3ncnc4sc5c(c34)CCC5)o2)cc1OC | -3% | -7% | -4% | 3% | 4% | 2% | -47% | 5.4% | 0%
CCN(C(=O)C=Cc1ccco1)c1ccccc1 | -1% | -13% | 3%[2.29 µM] | 5% | ? | ? | -9% | . | -60%[57.1 µM]
COc1cccc(-c2nc(CCl)cs2)c1 | -1% | -4% | 9% | 6% | -10% | 1% | 0% | 2.7% | -50%

In another format: three of the compounds above
CCOc1ccccc1N(CC(=O)NCC1CCCO1)C(=O)CCC(=O)Nc1nccs1 (stereo not given)
  Vif-APOBEC3G blk: 2%
  USP1-UAF1 inh: -16%
  TrxR1 substrate: 6%[57.1 µM]
  mIDH1 inhibitor: 2%
  12-LOX inh: -5%
  Vif-APOBEC3F blk: -14%
  RGS4 inh: 1%
  RXFP1 agonist: 1.0%
  TrxR1 inh: 12%[57.1 µM]

Cc1nc(N)nc2c1CCCC2
  Vif-APOBEC3G blk: 0%
  USP1-UAF1 inh: 2%
  TrxR1 substrate: -1%
  mIDH1 inhibitor: 9%
  12-LOX inh: 10%
  Vif-APOBEC3F blk: -1%
  RGS4 inh: 22%
  RXFP1 agonist: -3.8%
  TrxR1 inh: -6%

CC1=Nc2ccccc2N=C(NC(=O)c2ccccc2)C1c1ccc(Cl)cc1 (stereo not given)
  Vif-APOBEC3G blk: -9%
  USP1-UAF1 inh: -7%
  TrxR1 substrate: 8%[57.1 µM]
  mIDH1 inhibitor: 12%
  12-LOX inh: 14%
  Vif-APOBEC3F blk: -7%
  RGS4 inh: 22%
  RXFP1 agonist: 0.5%
  TrxR1 inh: 25%[57.1 µM]
